T cruzi growth: T. cruzi proliferation inhibition | AID 624255 | T. cruzi beta-gal in NIH3T3, GalScreen luminescence, 90 h | 77,000 compounds, 5.9% hits | inhibition, % at 8.34 µM;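 active = mean inhibition above about 93%, with at least 55% of replicates each passing it, limit read from the data, passing the limit was not always enough; inconclusive = only one of those two conditions holds; inactive = neither condition holds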
C diff growth: C. difficile growth inhibition | Clostridium difficile clinical isolate growth, OD600, 24 h; active compounds read low | growth activity, negative = inhibition, % at 16 µg/mL (by protocol) | 86,000 compounds, 0.25% hits | AID 1259249;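 active = mean growth activity at or below -80% and every replicate also at or below -80%; inconclusive = mean at or below -80% but some replicate above -80%; inactive = mean growth activity above -80%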;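 also: 0% = DMSO wells and -100% = levofloxacin 16 µg/mL wells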
GASC1 inh: blocks human GASC-1 (KDM4C) demethylase activity; Q9H3R0; GST-KDM4C 2-372, H3K9me3 peptide, LANCE TR-FRET; inhibition, % at 12.5 µM; 96,000 compounds, 0.15% hits; AID 720574;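 active = mean replicate inhibition above about 25%, with at least 55% of replicates also reaching it, limit read from the data, passing the limit was not always enough; inconclusive = only one of those two conditions met; inactive = neither condition met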
Target sequence (Q9H3R0 2-372 limits assumed): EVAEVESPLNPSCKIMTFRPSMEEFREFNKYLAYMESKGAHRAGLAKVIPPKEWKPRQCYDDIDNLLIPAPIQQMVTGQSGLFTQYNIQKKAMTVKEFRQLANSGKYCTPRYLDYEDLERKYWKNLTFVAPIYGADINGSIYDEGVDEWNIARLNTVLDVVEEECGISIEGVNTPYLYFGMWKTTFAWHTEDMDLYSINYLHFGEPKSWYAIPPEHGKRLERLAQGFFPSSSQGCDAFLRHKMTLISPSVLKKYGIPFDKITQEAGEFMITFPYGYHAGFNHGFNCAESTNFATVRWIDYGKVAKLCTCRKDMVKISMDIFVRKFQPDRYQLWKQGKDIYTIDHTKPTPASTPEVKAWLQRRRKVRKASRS
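System: N-terminal GST-fused human GASC-1 (KDM4C) fragment, residues 2-372; amount: enzyme final amount 10 nM; incubation: reaction 30 min RT, detection step 1 h RT; medium: HEPES buffer, pH 7.5, plus ascorbate; technique: LANCE TR-FRET, Eu antibody, ULight-streptavidin, EDTA, ex 340 nm, em 618/671 nm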
Pf Dd2 growth: P. falciparum Dd2 growth inhibition | SYBR Green, 72 h; active compounds read low | AID 1159554 | 94,000 compounds, 2.3% hits | activity change, % at 10 µM; in the data active = activity change below about -80%; inconclusive = no clear call, values can overlap the other calls
* = called active by the depositor; ? = inconclusive; / = no result given; & = joins results of further samples.

Abbreviations: A = T cruzi growth; B = C diff growth; C = GASC1 inh; D = Pf Dd2 growth
C[C@@H]1CN([C@@H](C)CO)C(=O)c2cc(C#CC3CCCCC3)cnc2O[C@@H]1CN(C)S(C)(=O)=O
  A = 85 | B = -2 | C = -1.1 | D = -12
O=C(Nc1ccc(F)cc1)Nc1ccc2c(c1)[C@@H]1C[C@H](CC(=O)N3CCCCC3)O[C@H](CO)[C@@H]1O2
  A = 16 | B = 4 | C = 0.4 | D = -31
C[C@@H]1CN([C@H](C)CO)C(=O)Cc2cc(NC(=O)C3CCCCC3)ccc2O[C@@H]1CN(C)C(=O)Nc1cccc2ccccc12
  A = -5 | B = -4 | C = 0.4 | D = -25
Cc1cccc(S(=O)(=O)N2CCCCN3[C@H](CO)[C@H](c4ccc(C#C[C@@H](C)O)cc4)[C@H]3C2)c1
  A = 33 | B = 8 | C = -0.8 | D = -16
CC(=O)N(C)C[C@@H]1Oc2ncc(C#CCc3ccccc3)cc2C(=O)N([C@H](C)CO)C[C@@H]1C
  A = 20 | B = -2 | C = -2.0 | D = 29
C[C@H](CO)N1C[C@H](C)[C@@H](CN(C)C(=O)Nc2ccc3c(c2)OCO3)Oc2ccc(NS(C)(=O)=O)cc2C1=O
  A = -112 | B = / | C = / | D = 24
CO[C@@H]1CN(C)C(=O)c2ccc(NC(C)=O)cc2OC[C@@H](C)N(Cc2cc(-c3ccccc3)on2)C[C@H]1C
  A = 40 | B = / | C = -0.4 | D = -35
C[C@@H]1CN([C@H](C)CO)C(=O)c2cc(NS(C)(=O)=O)ccc2O[C@H]1CN(C)S(=O)(=O)c1ccccc1
  A = 31 | B = / | C = 1.5 | D = 2
Cc1ccc(S(=O)(=O)N2C[C@H]3O[C@H](CNS(=O)(=O)c4ccccc4C)CC[C@H]32)cc1
  A = / | B = -2 | C = / | D = -2
C[C@H]1CN([C@@H](C)CO)C(=O)c2cc(-c3cccc(F)c3)cnc2O[C@@H]1CN(C)C(=O)Nc1ccccc1F
  A = 41 | B = -10 | C = -1.9 | D = -33
C[C@@H]1CN([C@@H](C)CO)C(=O)c2cc(NC(=O)Nc3ccc(F)cc3)ccc2O[C@H]1CN(C)Cc1ccccc1
  A = 21 | B = 10 | C = -0.4 | D = 17
CO[C@H]1CN(C)C(=O)c2cc(NS(C)(=O)=O)ccc2OC[C@H](C)N(C(=O)CC2CC2)C[C@@H]1C
  A = -9 | B = 1 | C = -1.8 | D = 19
COc1ccccc1-c1ccc2c(c1)O[C@@H](CN(C)C(=O)Nc1cccc(F)c1)[C@H](C)CN([C@H](C)CO)S2(=O)=O
  A = 43&2 | B = 4&3 | C = -0.3 | D = -32&-26
C[C@@H]1CN([C@@H](C)CO)C(=O)c2cccc(NS(=O)(=O)c3ccc(F)cc3)c2O[C@@H]1CN(C)C(=O)Nc1ccc2c(c1)OCO2
  A = 58 | B = -3 | C = -1.4 | D = -41
COc1ccc(S(=O)(=O)N(C)C[C@H]2Oc3ccc(NC(=O)Nc4cccc5ccccc45)cc3C(=O)N([C@@H](C)CO)C[C@@H]2C)cc1
  A = -5 | B = -3 | C = -0.8 | D = -32
O=C(NCC(F)(F)F)[C@H]1[C@H](CO)[C@H]2Cn3c(ccc(-c4cccnc4)c3=O)[C@@H]1N2Cc1ccccc1
  A = 59 | B = -5 | C = 2.1 | D = /
COc1cccc(NC(=O)N[C@@H]2C=C[C@H](CC(=O)NCc3ccncn3)O[C@H]2CO)c1
  A = -1 | B = / | C = 0.4 | D = -18
COc1ccccc1S(=O)(=O)N1CC[C@@H]2[C@@H](CO)Nc3ccc(-c4ccccc4F)cc3[C@@H]21
  A = ? | B = 2 | C = -2.2 | D = 2
COc1ccc(NC(=O)N(C)C[C@@H]2Oc3ccc(NC(=O)Nc4ccc(F)cc4)cc3C(=O)N([C@@H](C)CO)C[C@H]2C)cc1
  A = -16 | B = -1 | C = 4.3 | D = 8
CCCC#Cc1ccc2c(c1)O[C@H](CN(C)C(=O)C1CCCCC1)[C@@H](C)CN([C@H](C)CO)S2(=O)=O
  A = 68 | B = 22 | C = 0.2 | D = -26
C[C@@H]1CN([C@H](C)CO)C(=O)c2cc(C#CC3CCCCC3)cnc2O[C@H]1CN(C)S(=O)(=O)c1cccc(F)c1
  A = / | B = 14 | C = 0.6 | D = -22
COc1cccc(-c2ccc([C@H]3[C@@H](CO)N4CCCCN(C(=O)c5ccc(F)cc5)C[C@H]34)cc2)c1
  A = 108* | B = 3 | C = -0.2 | D = -38
COc1cccc(-c2ccc3c(c2)O[C@H](CN(C)C(=O)C2CCOCC2)[C@@H](C)CN([C@@H](C)CO)S3(=O)=O)c1
  A = / | B = / | C = 2.3 | D = -27
C[C@@H]1CN([C@H](C)CO)C(=O)Cc2cc(NC(=O)c3ccncc3)ccc2O[C@H]1CN(C)C(=O)Nc1ccc(F)cc1
  A = -4 | B = -1 | C = -1.8 | D = 20
C[C@@H]1CN([C@@H](C)CO)C(=O)c2cc(NC(=O)Nc3cccc4ccccc34)ccc2O[C@@H](C)CCCCO[C@@H]1CN(C)S(=O)(=O)c1cn(C)cn1
  A = 19 | B = 8 | C = -1.8 | D = -90*
C/C=C/c1ccc([C@H]2[C@@H](CO)N(CCC(F)(F)F)C23CN(C(=O)CC2CC2)C3)cc1
  A = / | B = -6 | C = 0.3 | D = -41
Cc1ccc(S(=O)(=O)Nc2cccc3c2O[C@H](CN(C)C(=O)Nc2ccc4c(c2)OCO4)[C@H](C)CN([C@H](C)CO)C3=O)cc1
  A = 82 | B = -9 | C = 3.0 | D = -28
O=C(O)C[C@H]1C[C@H]2c3cc(NC(=O)CC4CC4)ccc3O[C@H]2[C@H](CO)O1
  A = -15 | B = 1 | C = -0.6 | D = 9
CN(C)CC(=O)N[C@@H]1CC[C@@H](CCNC(=O)Nc2ccc(C(F)(F)F)cc2)O[C@H]1CO
  A = 12 | B = -89* | C = 14 | D = -7
COCC(=O)Nc1ccc2c(c1)[C@H]1C[C@@H](CC(=O)NCc3ccncc3)O[C@@H](CO)[C@H]1O2
  A = 39 | B = -3 | C = -0.8 | D = 19
C[C@@H]1CN([C@@H](C)CO)C(=O)c2cc(C#C[C@@H](C)O)cnc2O[C@@H]1CN(C)C(=O)CC1CC1
  A = 11 | B = 4 | C = -0.1 | D = /
CN1c2ccc(-c3ccccc3)cc2[C@H]2[C@H](CCN2C(=O)Cc2cccnc2)[C@@H]1CO
  A = 107* | B = -7 | C = 2.3 | D = 9
CN1c2ccc(-c3ccccc3F)cc2[C@H]2[C@H](CCN2S(=O)(=O)c2ccc(F)cc2)[C@H]1CO
  A = 102* | B = 0 | C = 5.6 | D = 11
COc1ccc(S(=O)(=O)Nc2cccc3c2O[C@H](CN(C)C(=O)NC2CCCCC2)[C@@H](C)CN([C@H](C)CO)C3=O)cc1
  A = 22 | B = -1 | C = -1.0 | D = 20
COc1ccc(-c2ccc(C3[C@H]4CNC[C@@H]3N4Cc3ccc4c(c3)OCO4)cc2)cc1 (some centres undefined)
  A = / | B = 65&-7 | C = 1.0&-0.3 | D = -22&-67
COc1ccc(S(=O)(=O)Nc2cccc3c2O[C@H](CN(C)S(=O)(=O)c2ccccc2)[C@H](C)CN([C@@H](C)CO)C3=O)cc1
  A = 35 | B = -12 | C = -2.5 | D = 40
O=C(Nc1cccc(F)c1)N1CC(=O)N2[C@H](CO)[C@@H](c3ccc(-c4ccc(F)cc4)cc3)[C@@H]2C1
  A = / | B = 1 | C = -0.8 | D = -16
COc1cccc(S(=O)(=O)N[C@@H]2C=C[C@H](CC(=O)NCc3ccc(F)cc3)O[C@@H]2CO)c1
  A = 32 | B = / | C = -0.2 | D = 7
CC(C)NC(=O)Nc1ccc2c(c1)C(=O)N([C@H](C)CO)C[C@H](C)[C@@H](CN(C)C(=O)Nc1ccc(C(F)(F)F)cc1)OCCCC[C@@H](C)O2
  A = 46 | B = -1 | C = -0.7 | D = -12
C[C@@H]1CN([C@@H](C)CO)C(=O)c2cc(NC(=O)c3ccncc3)ccc2O[C@H]1CN(C)Cc1ccc(-c2ccccc2)cc1
  A = / | B = -19 | C = 0.1 | D = -30
C[C@H](CO)N1C[C@H](C)[C@H](CN(C)C(=O)Nc2ccccc2)Oc2ncc(C#Cc3ccc(F)cc3)cc2C1=O
  A = 70 | B = 17 | C = -2.5 | D = -55
CCC(=O)Nc1ccc2c(c1)C(=O)N(C)C[C@@H](OC)[C@@H](C)CN(C(=O)c1ccccn1)[C@@H](C)CO2
  A = 35 | B = / | C = -0.2 | D = 32
C[C@@H]1CN([C@@H](C)CO)C(=O)c2cccc(NC(=O)Nc3ccc4c(c3)OCO4)c2O[C@H]1CN(C)S(C)(=O)=O
  A = 37 | B = 0 | C = -1.4 | D = -8
O=C(C1CCCCC1)N1CC(=O)N2[C@H](CO)[C@H](c3ccc(-c4ccccc4F)cc3)[C@H]2C1
  A = / | B = -2 | C = 0.0 | D = -47
COCc1cn(CC[C@@H]2CC[C@@H](NC(=O)c3ccc(F)cc3)[C@H](CO)O2)nn1
  A = 5 | B = -1 | C = -0.4 | D = 1

A different layout for eleven compounds above:
molecule	T cruzi growth	C diff growth	GASC1 inh	Pf Dd2 growth
C[C@@H]1CN([C@@H](C)CO)C(=O)c2cc(C#CC3CCCCC3)cnc2O[C@@H]1CN(C)S(C)(=O)=O	85	-2	-1.1	-12
O=C(Nc1ccc(F)cc1)Nc1ccc2c(c1)[C@@H]1C[C@H](CC(=O)N3CCCCC3)O[C@H](CO)[C@@H]1O2	16	4	0.4	-31
C[C@@H]1CN([C@H](C)CO)C(=O)Cc2cc(NC(=O)C3CCCCC3)ccc2O[C@@H]1CN(C)C(=O)Nc1cccc2ccccc12	-5	-4	0.4	-25
Cc1cccc(S(=O)(=O)N2CCCCN3[C@H](CO)[C@H](c4ccc(C#C[C@@H](C)O)cc4)[C@H]3C2)c1	33	8	-0.8	-16
CC(=O)N(C)C[C@@H]1Oc2ncc(C#CCc3ccccc3)cc2C(=O)N([C@H](C)CO)C[C@@H]1C	20	-2	-2.0	29
C[C@H](CO)N1C[C@H](C)[C@@H](CN(C)C(=O)Nc2ccc3c(c2)OCO3)Oc2ccc(NS(C)(=O)=O)cc2C1=O	-112	/	/	24
CO[C@@H]1CN(C)C(=O)c2ccc(NC(C)=O)cc2OC[C@@H](C)N(Cc2cc(-c3ccccc3)on2)C[C@H]1C	40	/	-0.4	-35
C[C@@H]1CN([C@H](C)CO)C(=O)c2cc(NS(C)(=O)=O)ccc2O[C@H]1CN(C)S(=O)(=O)c1ccccc1	31	/	1.5	2
Cc1ccc(S(=O)(=O)N2C[C@H]3O[C@H](CNS(=O)(=O)c4ccccc4C)CC[C@H]32)cc1	/	-2	/	-2
C[C@H]1CN([C@@H](C)CO)C(=O)c2cc(-c3cccc(F)c3)cnc2O[C@@H]1CN(C)C(=O)Nc1ccccc1F	41	-10	-1.9	-33
C[C@@H]1CN([C@@H](C)CO)C(=O)c2cc(NC(=O)Nc3ccc(F)cc3)ccc2O[C@H]1CN(C)Cc1ccccc1	21	10	-0.4	17

(continued)
Abbreviations: A = T cruzi growth; B = C diff growth; C = GASC1 inh; D = Pf Dd2 growth
N#C[C@@H]1[C@H](c2ccc(C3=CCCCC3)cc2)[C@H](CO)N1C(=O)Nc1ccccc1F
  A = 102* | B = -5 | C = -2.7 | D = 0
O=C(C[C@@H]1CC[C@H]2[C@@H](COC[C@@H](O)CN2S(=O)(=O)c2ccc(F)cc2)O1)NCC1CC1
  A = -12 | B = -7 | C = -2.7 | D = -2
COCc1cn(CC[C@@H]2CC[C@@H](NC(=O)Cc3cccnc3)[C@H](CO)O2)nn1
  A = -24 | B = 0 | C = -2.3 | D = 12
C[C@H](CO)N1C[C@H](C)[C@@H](CN(C)C(=O)CCCN(C)C)OCCCC[C@H](C)Oc2ccc(NS(=O)(=O)c3cccs3)cc2C1=O
  A = -3 | B = 19 | C = 0.3 | D = 44
C[C@H]1CCCCO[C@H](CN(C)C(=O)Nc2ccc(F)cc2)[C@@H](C)CN([C@@H](C)CO)C(=O)c2cc(NC(=O)CCCN(C)C)ccc2O1
  A = 12 | B = -3 | C = 3.8 | D = 48
C[C@H]1CN([C@@H](C)CO)C(=O)c2cc(NS(=O)(=O)c3cccs3)ccc2O[C@@H]1CN(C)S(=O)(=O)c1ccc(Cl)cc1
  A = -75 | B = / | C = 3.9 | D = -23
C[C@H](CO)N1C[C@H](C)[C@H](CN(C)CC2CC2)Oc2ccc(NC(=O)Cc3ccccc3)cc2C1=O
  A = 19 | B = 2 | C = 0.5 | D = -20
CCCNC(=O)Nc1ccc2c(c1)C(=O)N(C)C[C@H](OC)[C@H](C)CN(Cc1cncnc1)[C@@H](C)CO2
  A = 2 | B = -1 | C = -0.4 | D = 12
